Screening data as filed in PubChem BioAssay.
BAP1 inh: blocks human BAP1 ubiquitin-AMC hydrolysis; Q92560; recombinant BAP1, Ub-AMC hydrolysis fluorescence kinetic; hits give low values; activity remaining (% of control), % at 20 µM; hit rate 0.48% among 72,000; AID 436;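 active means activity remaining at or below 50% of control, provided the compound also passes the data quality filters; inactive means the rest, including low values that fail the filters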;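 further: 100% = DMSO wells rate and 0% = substrate alone blank rate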
Target sequence (Q92560 whole entry, looked up): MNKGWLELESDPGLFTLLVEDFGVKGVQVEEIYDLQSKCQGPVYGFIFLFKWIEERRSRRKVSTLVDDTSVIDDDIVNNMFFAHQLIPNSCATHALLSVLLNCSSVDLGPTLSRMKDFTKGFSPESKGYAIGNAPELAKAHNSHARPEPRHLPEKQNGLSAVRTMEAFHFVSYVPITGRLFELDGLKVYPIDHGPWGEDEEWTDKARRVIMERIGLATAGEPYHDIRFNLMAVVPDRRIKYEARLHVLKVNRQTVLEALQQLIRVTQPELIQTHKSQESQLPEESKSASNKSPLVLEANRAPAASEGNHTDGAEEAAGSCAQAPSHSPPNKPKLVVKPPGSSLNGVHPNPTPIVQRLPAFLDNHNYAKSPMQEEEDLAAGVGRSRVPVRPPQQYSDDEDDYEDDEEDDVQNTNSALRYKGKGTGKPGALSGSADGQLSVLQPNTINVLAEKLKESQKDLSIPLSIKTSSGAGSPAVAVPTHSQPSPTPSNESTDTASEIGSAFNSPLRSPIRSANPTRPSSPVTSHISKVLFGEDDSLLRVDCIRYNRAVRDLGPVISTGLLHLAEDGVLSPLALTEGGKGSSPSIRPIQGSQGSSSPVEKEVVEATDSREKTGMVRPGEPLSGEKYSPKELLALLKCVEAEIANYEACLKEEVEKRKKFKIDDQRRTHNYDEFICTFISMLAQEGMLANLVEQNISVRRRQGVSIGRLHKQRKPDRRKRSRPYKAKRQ
HePTP inhibitor: human HePTP phosphatase inhibition. hit rate 0.64% among 110,000. AID 521. inhibition, % at 20 µM. P35236. recombinant HePTP phosphatase activity, OD absorbance; in the data active means inhibition above about 50%;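 further: plate controls were vehicle for no effect and reference inhibitor for full effect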
Target sequence (P35236 whole entry, looked up): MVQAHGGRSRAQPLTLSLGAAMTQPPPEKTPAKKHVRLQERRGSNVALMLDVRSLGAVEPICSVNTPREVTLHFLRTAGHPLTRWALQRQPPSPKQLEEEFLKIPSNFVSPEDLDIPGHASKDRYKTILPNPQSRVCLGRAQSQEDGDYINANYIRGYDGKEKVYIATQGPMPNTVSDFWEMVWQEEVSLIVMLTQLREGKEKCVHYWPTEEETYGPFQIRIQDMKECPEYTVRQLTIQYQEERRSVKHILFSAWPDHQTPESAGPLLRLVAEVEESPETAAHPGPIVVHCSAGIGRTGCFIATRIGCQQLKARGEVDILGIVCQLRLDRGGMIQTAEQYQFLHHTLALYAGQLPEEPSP
Active calls of the source: *; nt = no result given; & = joins results of further samples.

smiles	BAP1 inh	HePTP inhibitor
CCCCCOc1ccc(C2C(C(C)=O)=C(C)Nc3ncnn32)cc1OC (stereo not drawn)	101.4	7.8
CCOC(=O)C1=C(O)/C(=C/c2ccc(OC)c(OC)c2)SC1=Nc1ccc(Cl)cc1	nt	7.2
COc1ccccc1OCCOc1ccccc1/C=C1/SC(=S)N(C)C1=O	nt	10.2
O=C(Cc1cccs1)OCC(=O)c1ccco1	110.5	13.8
Cc1ccc(OCC(=O)N2CCCCC2)c(Br)c1	110.5	3.8&-0.5
CCN(CC)c1nc2n(c(=O)n1)CCO2	103.6	-8.3&-1.4
O=C(Nc1nc(-c2ccc(Cl)cc2)cs1)c1cccc(Cl)c1	nt	3.1
O=C(c1ccc(Br)o1)N1CCN=C1SCc1cccnc1	101.8	-2.8
COc1ccc(Cl)cc1NC(=O)C(=O)NCc1ccncc1	nt	-10.8
CCOC(=O)c1c(NC(=O)c2ccc([N+](=O)[O-])cc2)sc2c1CCN(C(=O)OCC)C2	nt	2.1
Cc1cc(=O)[nH]c(SCCc2ccccc2)n1	nt	-2.5
COc1ccc(CCNC(=O)COc2cc(C)c(Cl)c(C)c2)cc1	nt	-11.6
COc1cc2cc(C(c3nnnn3C3CCCC3)N3CCCCC3)c(=O)[nH]c2cc1OC (stereo not drawn)	nt	7.3
CNC(=O)C(=O)Nc1cccc(Cl)c1	nt	-15.2
Cn1c(C(O)c2ccccc2F)nc(Cl)c1Cl (stereo not drawn)	146.2	5.2
COc1ccc(NC(=O)c2ccc(CN3CCN(Cc4ccccc4)CC3)cc2)c(OC)c1	nt	-0.6
COc1cc(/C=N/N=C2\NC(=O)C(CC(=O)O)S2)cc(OC)c1OC (stereo not drawn)	nt	7.4
O=C(CN1C(=O)CCC1=O)NCCc1ccccc1	nt	-10.3
CC(CN1CCOCC1)OC(=O)c1ccccc1Br (stereo not drawn)	111.5	2.6
O=C(/C=C1/NC(=S)N(c2ccccc2)C1=O)c1ccc(Cl)cc1	nt	-0.6

In another format: 2 of the compounds above
Under each structure: BAP1 inh	HePTP inhibitor
> COc1ccccc1OCCOc1ccccc1/C=C1/SC(=S)N(C)C1=O
    nt	10.2
> O=C(Nc1nc(-c2ccc(Cl)cc2)cs1)c1cccc(Cl)c1
    nt	3.1

Next section:
smiles	BAP1 inh	HePTP inhibitor
C=C(C)Cn1c(SCC(=O)O)nnc1-c1ccc(C(C)(C)C)cc1	nt	1.5&3.0
Clc1ccccc1-n1ncnc1-c1ccc(Br)cc1	nt	1.7
COc1c(Cl)cc(C(=O)Nc2ccc(C)cc2[N+](=O)[O-])cc1Cl	nt	-15.3
COc1ccc(/C=C/C(=O)N(C)C2CCCCC2)cc1Br	nt	-5.5
CC(=O)c1cccc(NC(=O)N2CCCC2C(=O)NCCC(C)C)c1 (stereo not drawn)	110.6	10.8
O=C(Nc1ccc([N+](=O)[O-])cc1Cl)c1cccc(C(=O)Nc2ccc([N+](=O)[O-])cc2Cl)n1	54.3	nt
c1ccc(-c2csc3ncn4nnnc4c23)cc1	87.5	7.7
CCCc1nnc(SCC(=O)Nc2ccc(OC)cc2)n1N	103.4	1.4
CC1CCc2nn(CC(=O)NCCN3CCCCC3C)cc2C1 (stereo not drawn)	81.6	12.6
Cc1ccc(N(C(=O)Cn2nnc3ccccc32)C(C(=O)NCc2ccco2)c2ccc(C)o2)cc1 (stereo not drawn)	99.7	4.5
CCOC(=O)c1c(CC(C)C)csc1NC(C)=O	73.5	1.5&-0.3
CCOc1ccccc1NC(=O)C1C2C=CC(O2)C1C(=O)O (stereo not drawn)	106.6	1.2
Cc1ccc(S(=O)(=O)NC(CC(N)=O)C(=O)O)cc1 (stereo not drawn)	109.5	7.7
COCCCN=CC1=C(O)CC(C)(C)CC1=O	97.6	11.4
CC(=O)Nc1cccc(C(=O)Nc2ccc(NC(C)=O)cc2Cl)c1	nt	-2.2
CC1CCCCC1NC(=O)CN1C(=O)NC(C)(c2ccc(OC(F)F)cc2)C1=O (stereo not drawn)	94.5	-6.5
N#Cc1c(NC(=O)CCCN2C(=O)c3ccccc3C2=O)oc(-c2ccccc2)c1-c1ccccc1	56.8	-11.4
O=C(Cc1ccccc1)Nc1nc2ccccc2[nH]1	95.2	nt
c1coc(CNc2nc(N3CCOCC3)nc(N3CCOCC3)n2)c1	nt	7.7
COc1cccc(-n2nnc3c(=O)n(Cc4ccccc4Cl)cnc32)c1	65.2	nt

The listing continues.
smiles	BAP1 inh	HePTP inhibitor
O=C(Nc1ccc(Br)cn1)c1cc2n(n1)C(C(F)(F)F)CC(c1cccs1)N2 (stereo not drawn)	nt	-6.8
O=C(Nc1ccc(Cl)cc1)O/N=C\c1c[nH]c2ccccc12	nt	2.1
N[C@H](CO)C(=O)O	97.5	nt
Cn1c(=O)[nH]c(=O)c2c1nc(N1CCOCC1)n2CCSc1ncccn1	102.4	nt
CC1CCC(CC(=O)OCc2ccccc2)C1(C)C (stereo not drawn)	nt	4.4
CCOc1ccc(Oc2cc(NC(=O)c3cc4n(n3)C(C(F)(F)F)CC(c3ccc5c(c3)OCO5)N4)cc([N+](=O)[O-])c2)cc1 (stereo not drawn)	60.6	nt
Cc1ccc(-c2nc(Nc3ccccc3C)sc2C)cc1	71.3	nt
O=C(O)CN(c1ccccc1)C1SC(=O)NC1=O (stereo not drawn)	121.1	2.4
CC(C)N1C(=O)C2C(C(=O)NC3CCCCC3)C3C=CC2(O3)C1C(=O)NC1CCCC1 (stereo not drawn)	102.0	-1.2
O=C(Nc1cccc2ccccc12)c1ccc(S(=O)(=O)N2CCCCC2)cc1	nt	-7.8
Cc1ccc2c(C)nc(Nc3ncc4c(n3)CCCC4=O)nc2c1	65.8	6.1
c1ccc2[nH]c(SCc3ccc(-c4nnco4)cc3)nc2c1	126.1	8.5
O=C1C(=O)N(CCCn2ccnc2)C(c2ccccc2F)/C1=C(\O)c1ccc(Cl)cc1 (stereo not drawn)	nt	6.5
O=C(CSc1nnc(CCCN2C(=O)c3cccc4cccc(c34)C2=O)n1-c1ccccc1)NCc1cccnc1	nt	-0.2
Cc1cc(=O)[nH]c(SCC(=O)Nc2cccc(C)c2C)n1	nt	-13.0
Cc1cccc(-n2ncc3c(NC4CCCCC4)ncnc32)c1	101.0	6.0
Cc1cnc(C(=O)Nc2nnc(C(C)C)s2)cn1	95.5	7.8
CCC(CC)C(=O)NCc1ccccc1OC	93.5	0.0
CSc1ccc(-c2nc(CSCC(=O)N3CCOCC3)c(C)o2)cc1	113.6	6.3
Brc1ccc2c(c1)CNc1c(ncnc1N1CCOCC1)O2	99.3	7.9

By substructure, the compounds so far containing a thiophene ring, fused or not
smiles	BAP1 inh	HePTP inhibitor
O=C(Cc1cccs1)OCC(=O)c1ccco1	110.5	13.8
CCOC(=O)c1c(NC(=O)c2ccc([N+](=O)[O-])cc2)sc2c1CCN(C(=O)OCC)C2	nt	2.1
c1ccc(-c2csc3ncn4nnnc4c23)cc1	87.5	7.7
CCOC(=O)c1c(CC(C)C)csc1NC(C)=O	73.5	1.5&-0.3
O=C(Nc1ccc(Br)cn1)c1cc2n(n1)C(C(F)(F)F)CC(c1cccs1)N2 (stereo not drawn)	nt	-6.8

Additional entries
smiles	BAP1 inh	HePTP inhibitor
CCSc1nc(-c2ccc(OC)cc2)n(-c2nc3ccccc3s2)n1	110.8	nt
COc1ccc(OC)c(S(=O)(=O)NCCC2=CCCCC2)c1	116.9	11.3
COC(=O)c1ccc(C2Nc3ccccc3NC3=C2C(=O)CC(C)(C)C3)cc1 (stereo not drawn)	nt	-0.4
Cc1cc(Nc2ccc(F)cc2F)n2nc(C)nc2n1	92.9	-10.8
O=C(c1ccc(Cl)cc1[N+](=O)[O-])N1CCN(C/C=C/c2ccccc2)CC1	nt	-4.4
O=C(NC(NC(=O)C(c1ccccc1)c1ccccc1)c1ccc(F)cc1)C(c1ccccc1)c1ccccc1	nt	5.6
N=C(N)SCCc1ccc(CCSC(=N)N)cc1	92.5	nt
CCOC(=O)C1=C(CC)NC2=C(C(=O)CCC2)C1c1ccncc1 (stereo not drawn)	56.5	nt
O=C(Nc1ccccc1Sc1ccccc1)C1CCCO1 (stereo not drawn)	51.2	7.5
CCn1c(COc2cccc(OC)c2)nnc1SCC(=O)Nc1cccc(OC)c1	93.0	5.6
CC(=O)C(Sc1ccc2nnc(-c3ccc(C)cc3)n2n1)C(C)=O	87.1	-0.7
Cc1ccc(/C=C(\C#N)c2nc(-c3cccc(Br)c3)cs2)o1	nt	7.5
NC(=O)c1c(NC(=O)CSc2nnc(-c3ccccc3)n2CC2CCCO2)sc2c1CCC2 (stereo not drawn)	117.5	6.3
Nc1nc2c(s1)C(=O)CCC2	101.0	-0.9
O=C(/C=C/c1ccc(-c2cccc([N+](=O)[O-])c2)o1)c1cc2ccccc2o1	nt	10.2
COC(=O)c1ccccc1NC(=O)COc1ccc(C)c(C)c1	nt	-6.7
COC(=O)Nc1nnc(SCc2ccc(C)cc2)s1	106.5	2.1
COc1ccc(/C=N/N2CCN(c3ccccc3)CC2)cc1Br	nt	7.1
O=C(NCCN1C(=O)C2C3C=CC(C3)C2C1=O)N1CCOCC1 (stereo not drawn)	103.4	6.9
C(=N\n1cnnc1)/c1cccc2ccccc12	80.6	-1.4

Next results follow:
| SMILES | BAP1 inh | HePTP inhibitor |
| --- | --- | --- |
| CCc1nc(C)cn1S(=O)(=O)c1cc(C)c(OC)cc1C | 95.4 | 0.7 |
| CCCC(=O)Nc1nc(-c2ccc(C)c3ccccc23)cs1 | nt | -1.4 |
| CCC(C)NC(=O)C1CCCN(C(=O)Nc2ccc(F)cc2)C1 (stereo not drawn) | 106.8 | 5.1 |
| CCCOC(=O)/C(=C\c1cccc([N+](=O)[O-])c1)NC(=O)c1ccccc1 | nt | -9.4 |
| c1ccc2sc(NC3=NCN(Cc4ccc5c(c4)OCO5)CN3)nc2c1 | 52.9 | 6.2 |
| Cc1cc(Br)ccc1OCC(=O)N1CCCCC1 | nt | 9.6 |
| COc1ccc(/C(C)=N\N=C2\NC(=O)CC(C(=O)NCCc3ccc(S(N)(=O)=O)cc3)S2)cc1 (stereo not drawn) | nt | 7.4 |
| O=C1CCCc2c1[nH]c1ccc(C34CC5CC(CC(C5)C3)C4)cc21 | nt | -0.5 |
| O=C1CCc2cc(S(=O)(=O)N3CCCC3C(=O)N3CCN(c4ccccc4F)CC3)ccc2N1 (stereo not drawn) | 94.8 | -0.8 |
| c1ccc(CNc2nc3ccccc3n3cnnc23)nc1 | 98.7 | 6.7 |
| Cc1ccc(Cl)cc1NC(=O)C1CC(=O)N(c2ccc(Br)cc2)C1 (stereo not drawn) | nt | -0.5 |
| C=CCOc1ccc(/C=C/C(=O)c2ccc(F)cc2)cc1 | nt | 7.0 |
| OCc1cn(-c2ccccc2)nc1-c1ccc2c(c1)OCCO2 | 134.9 | 0.1 |
| Cc1ccc(-n2cnc3sc(C)c(C)c3c2=O)cc1 | nt | -2.9 |
| CC(C)N(Cc1ccccc1)C(=O)CN1C(=O)c2ccccc2C1=O | nt | -11.2 |
| O=C(CSCc1ccc(Cl)cc1)Nc1ccc(C(=O)Nc2nccs2)cc1 | nt | 3.3 |
| CCOc1ccccc1NC(=O)CN(c1ccc(C)cc1)S(=O)(=O)c1ccc(SC)cc1 | nt | 3.1 |
| CSc1nc2c(c(=O)n1C1CCCC1)C1(CCCCC1)Cc1ccccc1-2 | nt | -7.4 |
| Cc1cccc2c1nc1s/c(=C\c3ccc(-c4ccccc4F)o3)c(=O)n12 | nt | 10.4 |
| CCOC(=O)C(=CNc1cccc(Br)c1)C(=O)OCC | nt | 2.9 |
| CC(C)(C)C1CCC(C(=O)N/N=C/c2cc([N+](=O)[O-])ccc2O)CC1 (stereo not drawn) | nt | 7.2 |
| O=C1C(=O)N(CCCCN2C(=O)C(=O)c3ccccc32)c2ccccc21 | 77.3 | nt |
| Cc1cccc(NC(=O)c2ccccc2NC(=O)c2ccccc2)n1 | nt | 1.3 |
| Cc1cccc(C(=O)N(C)c2nnc(-c3ccncc3)s2)c1 | 113.8 | -7.7 |
| O=C1c2ccccc2CCC1C1(O)C(=O)Nc2ccc(Br)cc21 (stereo not drawn) | nt | -2.6 |
| O=C(Cn1cccc1)NC1CCCCCC1 | 101.4 | 1.2 |
| CC1(C)CCCC2=C1CC1C(=O)N(Cc3cccnc3)C(=O)C1C2 (stereo not drawn) | 88.6 | 12.9 |
| C=CCn1c(C)nc2c(cnn2-c2ccccc2)c1=O | nt | 2.3 |
| O=C(NCCN1CCOCC1)c1cc2nc(-c3ccc(Cl)c(Cl)c3)cc(C(F)(F)F)n2n1 | nt | 5.5 |
| O=C(CCS(=O)(=O)c1cccs1)Nc1ccc(C(=O)NCc2cccs2)cc1 | 96.7 | -2.6 |

Part of the list above, with values under each structure.
Screens in order – BAP1 inh, HePTP inhibitor
> Cc1cccc2c1nc1s/c(=C\c3ccc(-c4ccccc4F)o3)c(=O)n12
  nt, 10.4
> CCOC(=O)C(=CNc1cccc(Br)c1)C(=O)OCC
  nt, 2.9

(further entries)
| SMILES | BAP1 inh | HePTP inhibitor |
| --- | --- | --- |
| c1cc(N2CCCC2)ccc1C(c1nnnn1C1CCCCC1)N1CCOCC1 (stereo not drawn) | 102.3 | -4.6 |
| CC1=C(C(=O)OC(C)C)C(c2cccc(F)c2)n2ncnc2N1 (stereo not drawn) | 92.5 | -0.2 |
| O=Cc1cccc(OCc2ccc(F)cc2)c1 | nt | -3.9 |
| Cc1nn(-c2ccccc2)c(C)c1C(=O)Nc1nnc(-c2ccco2)o1 | 82.5 | 11.6 |
| c1ccc(C2=NCCn3cccc32)cc1 | nt | 4.1 |
| Cc1cc(Br)ccc1NCN1C(=O)S/C(=C/c2ccc3c(c2)OCO3)C1=O | nt | -2.7 |
| CC(C)Cc1nnc(NS(=O)(=O)c2ccc(Cl)cc2)s1 | 91.9 | 27.2 |
| COC(=O)CSc1nnc(CNC(=O)c2ccc(S(=O)(=O)N3CCCCC3)cc2)n1C | 88.3 | 9.1 |
| Cc1ccc(-c2nc3ccccc3o2)cc1NC(=O)c1ccccc1Br | nt | -5.1 |
| COc1ccc2c(c1OC)C(=O)N1c3ccccc3COC21 (stereo not drawn) | 92.0 | -8.0 |
